Screening results from PubChem.
Neddylation inh: blocks human cullin neddylation; P61081+Q13564; TR-FRET cullin neddylation, biochemical; calls only at 25 µM; actives 0.58% (n = 360,000); in the data active means inhibition above about 36%
NRP1-CendR mod: NRP-1/CendR interaction modulation | inhibition, % at 25 µM | actives 0.85% (n = 360,000) | O14786 | FAM-RPARPAR peptide binding to NRP-1, fluorescence polarization;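 active means inhibition or corrected inhibition above about 18%, plus a signal ratio from 0.5 to 1.5, limit read from the data, passing the limit was not always enough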; further: strong numbers were not always called active
Target sequence (O14786 whole entry, looked up): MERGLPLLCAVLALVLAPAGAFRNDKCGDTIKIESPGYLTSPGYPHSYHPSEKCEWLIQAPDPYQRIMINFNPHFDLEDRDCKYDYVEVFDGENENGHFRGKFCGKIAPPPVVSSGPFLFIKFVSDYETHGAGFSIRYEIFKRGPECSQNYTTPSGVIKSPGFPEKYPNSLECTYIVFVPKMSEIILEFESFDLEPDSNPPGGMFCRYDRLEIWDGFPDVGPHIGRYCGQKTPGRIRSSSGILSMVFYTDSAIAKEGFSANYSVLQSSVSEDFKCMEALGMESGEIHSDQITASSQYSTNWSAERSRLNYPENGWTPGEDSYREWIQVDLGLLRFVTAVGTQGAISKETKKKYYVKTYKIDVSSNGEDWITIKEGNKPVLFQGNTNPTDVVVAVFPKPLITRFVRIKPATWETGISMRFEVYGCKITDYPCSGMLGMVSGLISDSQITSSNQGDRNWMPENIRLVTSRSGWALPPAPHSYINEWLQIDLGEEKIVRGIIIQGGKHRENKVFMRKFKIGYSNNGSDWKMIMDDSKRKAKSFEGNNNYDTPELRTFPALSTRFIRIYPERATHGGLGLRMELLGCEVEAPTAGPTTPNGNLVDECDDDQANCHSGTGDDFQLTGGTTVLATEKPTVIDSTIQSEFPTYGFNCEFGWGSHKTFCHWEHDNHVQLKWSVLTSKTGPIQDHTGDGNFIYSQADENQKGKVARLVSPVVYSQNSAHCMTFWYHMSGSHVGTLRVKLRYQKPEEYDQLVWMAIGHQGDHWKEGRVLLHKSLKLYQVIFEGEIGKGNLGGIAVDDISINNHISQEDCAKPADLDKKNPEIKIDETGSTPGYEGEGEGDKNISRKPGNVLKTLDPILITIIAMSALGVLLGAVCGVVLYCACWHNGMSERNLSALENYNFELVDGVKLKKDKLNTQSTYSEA
STEP inh: inhibitors of human striatal-enriched phosphatase STEP; P54829; recombinant STEP, OMFP fluorogenic substrate, fluorescence; inhibition, % at 20 µM; actives 0.25% (n = 360,000);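 active means inhibition at 20 µM, scaled per plate between control wells, above about 37%, limit read from the data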;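 further: 0% = DMSO with enzyme and substrate and 100% = substrate only without enzyme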
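medium = Bis-Tris buffer pH 6.0, 2.5 mM DTT, 0.005% Tween 20 | test system = STEP (striatal-enriched tyrosine phosphatase) enzyme, cell-free | measure = normalized % inhibition | compound dosing = 20 µM, 1% DMSO | also added = 25 µM OMFP | schedule = reaction 20 min, ambient temperature | measured by = fluorescence read at 480 nm ex / 540 nm em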
LMPTP block: blocks human LMPTP phosphatase; P24666; recombinant LMPTP-A, OMFP fluorogenic substrate, fluorescence intensity; inhibition, % at 20 µM; actives 0.22% (n = 360,000); AID 651560;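 active means compounds that cut the enzyme signal by at least half of the control window in the single-dose screen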;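 further: plate controls were DMSO wells with enzyme plus substrate for no effect and substrate without enzyme for full effect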
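Test system: LMPTP-A phosphatase enzyme; input: 0.625 nM LMPTP-A final; reagent: OMFP substrate, 400 µM final; compound dosing: 20 µM single dose, 3% DMSO; incubation: 50 min dark incubation at room temperature; measured by: endpoint fluorescence intensity from OMFP dephosphorylation; measure: % inhibition relative to no-enzyme and uninhibited control wells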
TbMetRS inhib: blocks T. brucei methionyl-tRNA synthetase activity; actives 0.4% (n = 360,000); inhibition, % at 11.9 µM; purified T. brucei MetRS, ATP depletion, Kinase-Glo luminescence; AID 624268;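 active means inhibition above a per-plate cutoff of the control wells' mean inhibition plus 3 SD, cut at about 5.5% in these data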;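 further: 0% = DMSO wells median and 100% = median of wells with control inhibitor compound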
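Material: parasite MetRS enzyme / Replication: singlicate, one well per compound / Signal: luminescence of leftover ATP / Schedule: 2 h aminoacylation at 25 °C after 15 min preincubation / Medium: HEPES-MgCl2-KCl buffer plus DTT, spermine, BSA, pyrophosphatase / Doses: 11.9 µM single point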
SUMO1-SIM PPI: alters human SUMO1 binding to SIM partners. P63165. SUMO1 binding to a labelled peptide, TR-FRET, 1 h. inhibition, % at 20 µM. actives 0.33% (n = 360,000). AID 602429; in the data active means inhibition above about 37%
Target sequence (P63165 whole entry, looked up): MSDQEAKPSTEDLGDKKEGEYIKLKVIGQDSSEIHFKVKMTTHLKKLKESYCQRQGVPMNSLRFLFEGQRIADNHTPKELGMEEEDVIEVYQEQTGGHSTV
SKN-1 block: inhibitors of C. elegans SKN-1; inhibition, % at 21.8 µM; C. elegans VP596 Pgst-4::GFP/RFP ratio, acrylamide-induced, 24 h; actives 0.49% (n = 360,000); AID 624304;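 active means interference check ratio from 0.5 to 1.5 plus GFP to RFP signal ratio inhibition reaching or exceeding a fixed threshold, cut at about 30% in these data, passing the limit was not always enough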; further: some compounds called inactive have numbers as strong as hits
Scp-1 inhibitor: blocks human Scp-1 phosphatase activity | inhibition, % at 20 µM | actives 0.88% (n = 340,000) | Q9GZU7 | Recombinant Scp1, phosphopeptide, malachite green phosphate absorbance;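 active means inhibition above about 50% at 20 µM, limit read from the data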;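 further: plate controls were DMSO wells with enzyme for no effect and wells lacking enzyme for full effect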
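Material: truncated SCP-1 phosphatase (76-261aa) / Buffer or medium: 50 mM Tris acetate pH 5.5, 0.005% Tween-20, 10 mM MgCl2 / Compound dosing: one concentration, 20 µM, with 1.0% DMSO / Incubation: 45 min room-temperature reaction, 5 min colour, 30 min stabiliser / Detection: colorimetric free-phosphate detection, absorbance 630 nm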
DNMT1 inh: DNMT1 (human) enzyme inhibition; DNMT1 molecular beacon, Hinp1I cleavage, fluorescence; inhibition (reported as % activation of signal), % at 10 µM; actives 0.83% (n = 360,000); in the data active means inhibition above about 50%
NadD inh: NadD (S. aureus) enzyme inhibition. purified NadD enzyme, colorimetric absorbance read-out. inhibition, % at 20 µM. actives 0.78% (n = 360,000). AID 602399; in the data active means inhibition above about 26%; further: some compounds past the cut are filed as inactive
An asterisk follows results filed as active; i = inactive; . = not tested or not shown; + = active, no number.

nr	Molecule	Neddylation inh	NRP1-CendR mod	STEP inh	LMPTP block	TbMetRS inhib	SUMO1-SIM PPI	SKN-1 block	Scp-1 inhibitor	DNMT1 inh	NadD inh
1	Clc1ccc(CN2CCCCCCC2)cc1	i	-5.2	1.2	-1.3	-0.2	0.2	0.0	-4.1	3.8	-2.0
2	COC(=O)c1cnn(-c2cc(Oc3cccc(C)c3)ncn2)c1N	i	2.5	-1.2	-2.7	-0.7	-0.2	9.4	-3.3	-4.2	-5.1
3	O=C(COC(=O)CCc1c[nH]c2ccccc12)Nc1ccc([N+](=O)[O-])cc1	i	20.5	3.0	2.9	0.9	-5.9	14.5	-7.8	-4.4	-8.6
4	Cc1ccc(S(=O)(=O)N(C)c2ccc(C(=O)N3CCC(C(N)=O)CC3)cc2)cc1	i	-18.8	5.2	-2.8	-0.5	3.5	-11.3	-5.6	-1.2	-5.7
5	O=C(CN(Cc1cccs1)C(=O)CNS(=O)(=O)c1ccc(Cl)cc1)NCc1ccco1	i	-3.4	-1.9	-1.0	-0.1	-3.5	-9.2	-8.4	-4.8	-2.8
6	CCc1noc(C)c1C(=O)Nc1nc2c(C)cccc2s1	i	5.1	-0.5	1.5	0.0	2.6	1.9	-6.9	-3.4	-1.2
7	O=C(c1ccc(CS(=O)Cc2ccc(Cl)cc2)o1)N1CCN(c2cccc(Cl)c2)CC1 (stereo unspecified)	i	17.3	-1.2	2.5	-0.4	0.7	15.9	-5.5	-2.5	-4.4
8	Cn1c(N)c(C(=O)N2CCN(c3ccccc3)CC2)c(=O)n(C)c1=O	i	-11.8	-0.4	-1.0	-0.1	-3.2	6.4	.	8.0	-4.0
9	O=C(O)c1ccccc1-c1ccccc1C(=O)Nc1cccc2ccccc12	i	10.1	3.2	-1.9	-0.9	-2.9	-20.4	-7.2	1.2	-6.5
10	O=C1CC(Nc2ccc(N3CCOCC3)cc2)C(=O)N1c1ccccc1F (stereo unspecified)	i	-3.1	1.1	0.2	0.8	-24.1	10.1	-6.6	-1.2	0.1

Eight of the compounds above, with two lines to a compound:
Each structure is followed by: Neddylation inh | NRP1-CendR mod | STEP inh | LMPTP block | TbMetRS inhib | SUMO1-SIM PPI | SKN-1 block | Scp-1 inhibitor | DNMT1 inh | NadD inh
3. O=C(COC(=O)CCc1c[nH]c2ccccc12)Nc1ccc([N+](=O)[O-])cc1
 : i | 20.5 | 3.0 | 2.9 | 0.9 | -5.9 | 14.5 | -7.8 | -4.4 | -8.6
4. Cc1ccc(S(=O)(=O)N(C)c2ccc(C(=O)N3CCC(C(N)=O)CC3)cc2)cc1
 : i | -18.8 | 5.2 | -2.8 | -0.5 | 3.5 | -11.3 | -5.6 | -1.2 | -5.7
5. O=C(CN(Cc1cccs1)C(=O)CNS(=O)(=O)c1ccc(Cl)cc1)NCc1ccco1
 : i | -3.4 | -1.9 | -1.0 | -0.1 | -3.5 | -9.2 | -8.4 | -4.8 | -2.8
6. CCc1noc(C)c1C(=O)Nc1nc2c(C)cccc2s1
 : i | 5.1 | -0.5 | 1.5 | 0.0 | 2.6 | 1.9 | -6.9 | -3.4 | -1.2
7. O=C(c1ccc(CS(=O)Cc2ccc(Cl)cc2)o1)N1CCN(c2cccc(Cl)c2)CC1 (stereo unspecified)
 : i | 17.3 | -1.2 | 2.5 | -0.4 | 0.7 | 15.9 | -5.5 | -2.5 | -4.4
8. Cn1c(N)c(C(=O)N2CCN(c3ccccc3)CC2)c(=O)n(C)c1=O
 : i | -11.8 | -0.4 | -1.0 | -0.1 | -3.2 | 6.4 | . | 8.0 | -4.0
9. O=C(O)c1ccccc1-c1ccccc1C(=O)Nc1cccc2ccccc12
 : i | 10.1 | 3.2 | -1.9 | -0.9 | -2.9 | -20.4 | -7.2 | 1.2 | -6.5
10. O=C1CC(Nc2ccc(N3CCOCC3)cc2)C(=O)N1c1ccccc1F (stereo unspecified)
 : i | -3.1 | 1.1 | 0.2 | 0.8 | -24.1 | 10.1 | -6.6 | -1.2 | 0.1

(next part)
nr	Molecule	Neddylation inh	NRP1-CendR mod	STEP inh	LMPTP block	TbMetRS inhib	SUMO1-SIM PPI	SKN-1 block	Scp-1 inhibitor	DNMT1 inh	NadD inh
11	COc1ccc(OC)c2[nH]c(=O)c(CCNC(=O)C3CCCCC3)cc12	i	-7.0	-2.8	0.7	-1.9	2.3	1.3	-2.0	-1.9	-0.3
12	COc1cccc(NC(=O)Cn2cc(C#N)c3ccccc32)c1	i	-4.9	-3.4	-1.3	2.5	1.6	-35.8	-7.9	-2.7	-4.4
13	O=C(NNC(=O)c1cncc(Br)c1)c1ccncc1	i	-7.1	18.3	0.3	-0.4	-0.3	7.3	-2.2	-0.4	4.8
14	Cc1nn(-c2ccccc2)cc1/C=N/NC(=O)c1cccs1	i	7.7	-1.0	-0.7	-0.1	-2.5	3.2	-7.0	2.0	-0.9
15	COc1ccc2nc(-c3cccc(N)c3)[nH]c2c1	.	-4.9	-0.2	0.7	-2.0	3.5	-2.5	-11.2	-14.2	0.5
16	CCCCCCC(=O)OCC(=O)c1ccc2c(c1)NC(=O)CO2	i	-2.9	0.1	8.4	0.1	1.9	5.2	-11.7	2.4	-8.3
17	O=C(CCC(=O)Nc1ccccc1Cl)NN=C1CCCC1	i	21.9*	-2.6	-1.0	-0.2	-2.7	5.7	-11.6	1.6	1.9
18	CCC(NC(=O)c1cc(COc2ccc(F)c(F)c2)on1)c1ccncc1 (stereo unspecified)	i	1.4	-1.3	-1.0	-0.5	-1.4	-6.1	-0.3	-0.9	48.1*
19	COc1nc(N/N=C/c2ccccc2F)nc(N2CCCCC2)n1	i	8.2	2.4	-0.8	-0.1	-2.1	1.9	-2.2	1.2	7.3
20	CCOC(=O)CNC(=O)c1cccs1	i	1.7	3.1	-3.1	0.1	2.9	3.6	-8.1	1.2	-2.7
21	O=C(Nc1c(Cl)cccc1Cl)c1ccc(-c2ccccc2)cc1	i	-0.7	-3.0	0.5	-1.3	-2.4	9.9	4.5	1.5	2.6
22	Cc1sc(NC(=O)CN(Cc2ccc(F)cc2)C(=O)C(C)C)c(C(N)=O)c1C	i	8.4	0.8	-1.5	-0.6	-0.5	2.6	-2.7	0.0	-2.9
23	COc1cc2c(C(F)(F)F)c(-c3ccsc3)oc(=O)c2cc1OC	i	-2.2	3.7	3.5	0.2	-4.9	15.9	-1.9	-6.2	-8.4
24	COc1cc(NS(=O)(=O)c2ccc(NS(=O)(=O)c3ccc(C)cc3)cc2)nc(OC)n1	i	-3.7	-0.2	-1.2	-0.3	9.6	18.5	-10.3	1.4	-7.6
25	COC(=O)c1ccc(CSc2nnc3c(n2)[nH]c2ccccc23)cc1	i	3.1	-3.7	7.9	0.3	0.9	4.1	0.9	2.7	-1.5
26	CCOC(=O)C(C)Oc1cccc2c(=O)n(CC(=O)N3CCCc4ccccc43)ccc12 (stereo unspecified)	i	5.1	-0.1	-2.1	-1.1	3.1	-9.8	-3.9	3.0	0.5
27	COc1ccccc1C(=O)NC(C)c1nc2ccccc2[nH]1 (stereo unspecified)	i	0.7	-3.9	-1.2	0.5	-1.5	32.1	-6.7	1.8	-8.1
28	COc1cc(-c2nnc(NC(=O)CCS(=O)(=O)c3ccccc3)o2)cc(OC)c1OC	i	6.3	1.3	-0.2	-0.5	-0.5	13.2	1.2	0.7	15.9
29	CC(C)(C)n1nnnc1C(c1cccs1)N1CCN(C(=O)c2ccco2)CC1 (stereo unspecified)	i	7.4	-3.7	-1.6	-0.6	-2.4	-3.7	-10.2	-1.2	5.7
30	Cn1c(=O)[nH]c(=O)c2c1nc(N1CCCC1)n2CCO	i	9.7	2.2	-1.2	0.0	1.1	19.4	0.3	13.6	5.3
31	CN(CCc1ccccn1)C1CC(=O)N(c2ccc(Cl)cc2)C1=O (stereo unspecified)	i	7.7	-3.3	-2.3	-1.0	1.3	-29.5	-2.2	-0.4	-0.5
32	Cc1cc(C)c2nc(/N=C(\N)NC(=O)c3ccccc3)nc(C)c2c1	i	-6.6	2.1	-0.7	-0.6	-38.6	-1.2	-5.1	1.6	14.3
33	CC(=O)OCC1OC(n2c(-c3ccc(Cl)cc3)ccc(C#N)c2=S)C(OC(C)=O)C(OC(C)=O)C1OC(C)=O (stereo unspecified)	i	-63.8	7.4	0.3	-0.3	-50.4	19.5	-2.8	10.5	3.7
34	O=C(Nc1ccccc1C(=O)N1CCN(Cc2ccccc2)CC1)c1ccccn1	i	0.0	-0.1	0.8	0.7	-4.9	6.2	-7.0	-4.0	-3.9
35	CC(C)[C@@H]1NC(=O)N(c2ccc(Oc3ccccc3)cc2)C1=O	i	-9.7	2.0	-0.3	-0.4	2.9	15.5	-5.6	1.9	2.3
36	Cc1cc(=O)oc2cc(OCC(=O)N3CC(=O)Nc4ccccc43)c(Cl)cc12	+	-0.6	-0.7	0.1	-0.5	0.7	-1.5	-3.4	3.7	-2.5
37	CN(C(=O)c1ccccc1OCc1ccc(F)cc1)c1c(N)n(Cc2ccccc2)c(=O)[nH]c1=O	i	7.0	-2.7	-2.3	-0.3	-3.8	10.8	3.9	-2.7	1.0
38	O=C(CSc1nnc(Cc2cc(=O)[nH]c(=O)[nH]2)n1-c1ccccc1)N1CCCc2ccccc21	i	5.0	2.4	-1.1	-2.0	0.8	-29.6	-5.5	1.4	-1.6
39	CCCCS(=O)(=O)NC1=NCN(CCO)CN1	i	6.2	-0.6	-2.3	0.5	1.4	-15.5	-1.1	0.0	-2.1
40	CCOC(=O)NC(=O)C(=CNc1cccc(OC)c1)C(=O)NC(=O)OCC	i	4.9	1.7	-0.7	-0.4	2.8	-0.6	-5.0	9.4	0.4
41	CC(C)OCCCn1c(=O)c2ccccc2n2c(CCC(=O)N3CCN(c4ccccn4)CC3)nnc12	i	2.3	-4.2	0.2	0.4	2.1	-3.6	-6.3	-1.5	0.2
42	CCOC(=O)N1CCN(C(=O)c2ccc(S(=O)(=O)Nc3ccc(C)cc3)cc2)CC1	i	13.7	-3.5	-1.9	0.0	3.1	-7.6	-4.7	-3.2	-3.8
43	Cc1cccc(NC(=S)N=Nc2c(O)n(C)c3ccc(S(=O)(=O)N4CCOCC4)cc23)c1	i	2.8	1.8	1.7	0.1	-15.2	7.5	-14.1	1.4	21.6
44	CN(CC(=O)Nc1ccc(F)cc1)CC(=O)Nc1ccc(F)c(F)c1F	i	-4.0	-4.7	-0.3	-0.6	-0.3	-8.1	-0.7	-1.7	-2.8
45	C[C@@H]1CN([C@H](C)CO)C(=O)c2cc(Br)cnc2O[C@H]1CN(C)C(=O)CC1CC1	i	3.2	-3.6	-1.8	-1.1	5.6	-1.3	.	4.2	3.2
46	CCc1ccc(/C=N/n2c(COc3ccccc3)n[nH]c2=S)cc1	i	0.9	13.9	2.8	-0.2	3.5	6.0	-9.7	-1.5	10.1
